Mac1 fbg enh: enhancers of CD11b/CD18 adhesion to fibrinogen, primary screen, K562 cells, luminescence. activation, % at 10 µM. ATPlite luminescence. 93,000 compounds, 0.07% hits. AID 1499, 2009;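 active means 10 µM primary screen giving 50% or more activity, confirmed by 40% or more on retest at that dose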; further: strong numbers were not always called active
ERa SRC1 inh: ERα–SRC-1 coactivator interaction inhibitors, primary screen, biochemical, TR-FRET, ERα LBD, estradiol-bound | Estrogen receptor (Homo sapiens), P03372 | TR-FRET ER-alpha LBD / SRC-1 peptide | inhibition, % at 25.6 µM | 86,000 compounds, 1.7% hits | AID 629, 2007; in the data active means inhibition above about 50%;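 further: 0% = receptor plus peptide control and 100% = peptide only without receptor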
FAK blocker: FAK kinase inhibitors, primary screen, biochemical; biochemical FAK kinase activity assay; Focal adhesion kinase 1 (Homo sapiens), Q05397; inhibition, %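 (tested at 7 µM)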; 97,000 compounds, 0.84% hits; in the data active means inhibition above about 19%;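 further: 0% = DMSO and 100% = reference compound high control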
ERa coact pot: enhancers of ERα–SRC-1 coactivator binding, primary screen, biochemical, TR-FRET, ERα LBD, low estradiol | Estrogen receptor (Homo sapiens), P03372 | TR-FRET ERalpha-LBD/SRC-Cy5 coactivator binding, 2 h; 100 = basal binding, no effect | coactivator binding (% of control), % at 25.6 µM | 86,000 compounds, 1.3% hits; in the data active means activity above about 200%;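 further: binding measured in presence of low estradiol as agonist stimulus; 0% = peptide alone without receptor and 100% = receptor with peptide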
Rev-RRE block: HIV-1 Rev-RRE binding inhibitors, primary screen, biochemical, FRET, protein-RNA interaction; P05866; Rev peptide-RRE RNA binding; inhibition, % at 8 µM; 97,000 compounds, 0.79% hits;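 active means inhibition above the screen-wide mean plus 3 SD, cut at about 35% in these data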;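 further: 0% = median DMSO wells and 100% = median Neomycin B control wells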
Target sequence (P05866 whole entry, looked up): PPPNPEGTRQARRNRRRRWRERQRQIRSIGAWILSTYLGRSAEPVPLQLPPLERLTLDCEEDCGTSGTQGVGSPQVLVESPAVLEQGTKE
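Test system: labelled RRE RNA duplex and labelled Rev peptide. Times: 5 min compound–RNA preincubation, then 15 min with peptide, 25 °C. Doses: single-dose 8 µM. Measured by: FRET, excitation 480 nm, emission 540 nm donor and 671 nm acceptor. Measure: % inhibition of FRET ratio versus controls.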
Plk1 PBD FP: Plk1 polo box domain binding inhibitors, primary screen, biochemical, fluorescence polarization; Plk1 PBD phosphopeptide binding; inhibition, %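 (tested at about 20 µM)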; 97,000 compounds, 0.13% hits; AID 693, 2007; in the data active means inhibition above about 34%, passing the limit was not always enough
PLK1 kinase inh: human PLK1 kinase inhibitors, primary screen, biochemical, TR-FRET | AID 619, 2007 | inhibition, % at 10 µM | recombinant PLK1 kinase, TR-FRET peptide phosphorylation | Serine/threonine-protein kinase PLK1 (Homo sapiens), P53350 | 97,000 compounds, 0.53% hits;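 active means inhibition of 50% or more in the single-concentration screen; inactive means inhibition below 50%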;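 further: 0% = DMSO max control and 100% = H-89 dihydrochloride min control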
Mac1 fbg inh: inhibitors of CD11b/CD18 adhesion to fibrinogen, primary screen, K562 cells, luminescence; ATPlite luminescence; Mn2+ added to activate the integrin; inhibition, % at 10 µM; 93,000 compounds, 0.54% hits; AID 1497, 2009;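 active means primary inhibition of 50% or more at 10 µM, then 40% or more on retest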; further: some results filed as inactive read as strong as hits
ERb coact inh: inhibitors of ERβ-SRC1 coactivator interaction, primary screen, biochemical, TR-FRET, ERβ LBD, SRC-1 peptide; Estrogen receptor beta (Homo sapiens), Q92731; TR-FRET ER-beta LBD / SRC1-Cy5 peptide binding; receptor agonist-loaded with 1 µM estradiol; inhibition, % at 25.6 µM; 86,000 compounds, 1.3% hits; AID 633, 2007;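 active means compounds whose percent inhibition of the receptor-coactivator binding signal exceeds about 50% in the single-dose screen, limit read from the data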;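 further: 0% = receptor plus peptide wells without compound and 100% = peptide-only wells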
Target sequence (Q92731 whole entry, looked up, the tested form may be a part): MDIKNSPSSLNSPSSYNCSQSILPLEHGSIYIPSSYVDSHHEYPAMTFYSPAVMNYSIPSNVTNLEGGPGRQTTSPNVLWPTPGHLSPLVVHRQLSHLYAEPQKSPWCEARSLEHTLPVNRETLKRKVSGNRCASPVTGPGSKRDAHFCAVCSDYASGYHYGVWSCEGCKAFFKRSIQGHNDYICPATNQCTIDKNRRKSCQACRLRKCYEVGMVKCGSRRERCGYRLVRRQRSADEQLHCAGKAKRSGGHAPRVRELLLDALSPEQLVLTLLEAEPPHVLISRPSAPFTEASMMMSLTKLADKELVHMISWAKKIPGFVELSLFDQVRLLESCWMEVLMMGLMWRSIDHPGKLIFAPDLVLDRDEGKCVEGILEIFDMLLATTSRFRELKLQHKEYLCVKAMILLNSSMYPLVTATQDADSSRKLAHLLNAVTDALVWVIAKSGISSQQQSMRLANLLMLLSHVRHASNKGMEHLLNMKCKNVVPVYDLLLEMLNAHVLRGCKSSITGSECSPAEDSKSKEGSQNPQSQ
The depositor's hits bear a star; nt = not tested or not shown; [ ] = dose if it differs, or a comment.

item | Molecule | Mac1 fbg enh | ERa SRC1 inh | FAK blocker | ERa coact pot | Rev-RRE block | Plk1 PBD FP | PLK1 kinase inh | Mac1 fbg inh | ERb coact inh
1 | O=C(OCn1nnc2ccccc2c1=O)c1ccco1 | 6.5 | 1.9 | -3.5 | 124.8 | 15.3 | 12.8 | 1.1 | -24.1 | 0.3
2 | CC(C)C(=O)Nc1cccc(C(=O)Nc2nnc(C(C)(C)C)s2)c1 | -5.2 | -9.3 | 0.4 | 95.9 | 3.7 | -16.6 | -5.8 | 9.6 | -10.4
3 | O=C1Nc2cc(C(=O)N3CCN(Cc4ccccc4)CC3)ccc2SC1N1CCOCC1 (stereo not drawn) | -3.1 | -5.0 | 3.3 | 124.2 | 9.2 | -0.2 | -10.3 | -3.9 | -3.9
4 | CCCCC(=O)OCc1cn(-c2ccc(Cl)cc2)nn1 | 5.7 | nt | 1.1 | nt | 9.3 | 3.6 | -5.5 | -1.7 | nt
5 | CCOC(=O)NC(NC(=O)OCC)C(=O)c1ccc(F)cc1 | -1.8 | nt | -0.7 | nt | 5.7 | -0.9 | 1.2 | -3.1 | nt
6 | CCCn1c(=S)[nH]c2cc(C(=O)N3CCN(c4ccccc4OC)CC3)ccc2c1=O | nt | -14.6 | -0.5 | 107.3 | 6.3 | 4.5 | -14.9 | nt | -16.7
7 | CCn1nc(C(=O)N2CCc3ccccc3C2)c2ccccc2c1=O | 3.1 | -3.0 | -3.5 | 106.4 | 2.4 | 3.8 | -13.2 | 5.0 | -3.0
8 | CCSc1nc(N)c(C#N)c(-c2ccccc2Cl)c1C#N | -2.2 | 8.1 | -4.1 | 124.8 | 16.3 | 18.8 | -39.5 | 7.9 | 26.8
9 | CCOc1cc(-c2noc(N)c2C(=O)OC)cc(OCC)c1OCC | -1.8 | 0.2 | 6.0 | 115.7 | 6.6 | 7.1 | -9.9 | -10.4 | -10.6
10 | CN(C)c1ccc(NC(=O)CCCc2ccccc2)cc1 | 3.8 | -68.7 | -0.6 | 116.0 | 8.7 | 7.7 | -11.7 | -6.5 | -10.3
11 | CCOC(=O)/C=C(\C)Sc1cc(=O)oc2ccccc12 | nt | -11.2 | -1.7 | 111.8 | -0.5 | 16.4 | -14.1 | nt | 4.8[fluorescence artefact?]
12 | O=C(CSc1nnc(Cn2nnc(-c3ccccc3)n2)n1-c1ccccc1)Nc1ccc(F)cc1 | 0.7 | 3.7 | -1.0 | 93.8 | 5.0 | -6.1 | -2.4 | -22.2 | 14.1

Four entries from above, set out differently.
1. O=C(OCn1nnc2ccccc2c1=O)c1ccco1
2. CC(C)C(=O)Nc1cccc(C(=O)Nc2nnc(C(C)(C)C)s2)c1
3. O=C1Nc2cc(C(=O)N3CCN(Cc4ccccc4)CC3)ccc2SC1N1CCOCC1 (stereo not drawn)
4. CCCCC(=O)OCc1cn(-c2ccc(Cl)cc2)nn1
entry no.	1	2	3	4
Mac1 fbg enh	6.5	-5.2	-3.1	5.7
ERa SRC1 inh	1.9	-9.3	-5.0	nt
FAK blocker	-3.5	0.4	3.3	1.1
ERa coact pot	124.8	95.9	124.2	nt
Rev-RRE block	15.3	3.7	9.2	9.3
Plk1 PBD FP	12.8	-16.6	-0.2	3.6
PLK1 kinase inh	1.1	-5.8	-10.3	-5.5
Mac1 fbg inh	-24.1	9.6	-3.9	-1.7
ERb coact inh	0.3	-10.4	-3.9	nt

Following part.
item | Molecule | Mac1 fbg enh | ERa SRC1 inh | FAK blocker | ERa coact pot | Rev-RRE block | Plk1 PBD FP | PLK1 kinase inh | Mac1 fbg inh | ERb coact inh
13 | COc1ccc(CC(=O)N2CCN(c3ccccn3)CC2)cc1 | nt | -38.2 | 1.2 | 123.9 | 4.6 | -7.6 | -6.7 | nt | -30.6
14 | CCOc1ccc2nc(-c3ccc(OC)c(OC)c3)cc(C(=O)O)c2c1 | -1.9 | -2.5 | -2.0 | 106.8 | -3.0 | 15.2 | 1.5 | -22.0 | 13.7
15 | CCOCc1cnc(C)nc1NCC(=O)c1c(C)n(C)c2ccc(OC)cc12 | -0.7 | -9.5[fluorescence artefact?] | 1.7 | 116.5 | 0.7 | 17.5 | -15.7 | -9.3 | -0.4[fluorescence artefact?]
16 | Cn1c(=O)[nH]c(=O)c2c1nc(OC(=O)c1ccccc1)n2CC(O)COc1ccccc1 (stereo not drawn) | 1.0 | -11.7[fluorescence artefact?] | -4.1 | 115.1 | 1.9 | -6.8 | -4.5 | 1.6 | -3.8[fluorescence artefact?]
17 | COc1ccc2[nH]c(=O)c(CN(C(=O)NC3CCCCC3)C3CCCC3)cc2c1 | -2.4 | 10.6 | 5.4 | 102.7 | -2.6 | 0.8 | 2.3 | -8.2 | 7.9
18 | Cc1cc(C(=O)N/N=C/c2cc(Br)ccc2OC(=O)c2ccccc2)n[nH]1 | 4.4 | nt | 15.6 | nt | -3.4 | -7.6 | -15.9 | -35.2 | nt
19 | COc1ccc(-n2nnnc2-c2cccnc2)cc1 | 5.6 | -1.0 | 1.2 | 97.0 | 2.8 | 8.0 | -5.4 | -3.0 | -6.6
20 | CSc1ccc(Cl)c(C(=O)NCCOc2cc(C(C)C)ccc2C)c1 | -1.9 | nt | -3.1 | nt | 6.9 | 16.2 | -4.6 | -5.5 | nt
21 | CC1CCCCN1c1nc(-c2ccncc2)nc2ccccc12 (stereo not drawn) | 2.8 | -7.3 | 3.8 | 83.0[fluorescence artefact?] | 18.1 | 6.8 | 12.8 | -3.5 | -10.2
22 | COc1cccc(C2C=C(c3ccc(Br)s3)Nc3ncnn32)c1OC (stereo not drawn) | -2.1 | -6.6[fluorescence artefact?] | nt | 92.2[fluorescence artefact?] | nt | nt | nt | -2.0 | 23.1[fluorescence artefact?]
23 | CC(C)(C)c1ccc(S(=O)(=O)N2C=CC(C(F)(F)F)=NCC2)cc1 | 4.6 | -5.0 | 2.6 | 108.4 | 16.4 | 11.9 | -0.6 | -1.8 | -0.7
24 | CC(=O)Nc1ccc(OCC(O)Cn2c(C)nc3ccccc32)cc1 (stereo not drawn) | 0.6 | 6.5 | 1.4 | 101.6 | 1.2 | 10.8 | -17.1 | -1.6 | 6.5
25 | C=CCNc1nc(Nc2ccc(OC)cc2)nc(OCC)n1 | -1.0 | 17.9 | 1.1 | 96.3[fluorescence artefact?] | 3.6 | -10.0 | -6.3 | 6.9 | -3.6
26 | Cc1ccccc1-n1nc(C(=O)O)c(C)c(C#N)c1=O | -1.3 | 3.0 | nt | 110.0 | nt | nt | nt | 1.6 | -6.6
27 | COc1ccc(CC(=O)N(Cc2cc3cc(OC)ccc3[nH]c2=O)C(C)C)cc1 | 3.1 | 2.6 | -4.2 | 111.2 | -0.6 | 6.4 | 1.9 | -6.3 | -7.3
28 | O=C(NC1CCCc2ccccc21)c1ccccc1Br (stereo not drawn) | -7.7 | nt | -8.5 | nt | 4.0 | 6.7 | -5.1 | -19.6 | nt
29 | CCCNC(=O)c1ccccc1NC(=O)CSCc1ccc(OC)cc1 | 5.6 | 3.7 | 0.8 | 108.4 | 6.5 | -21.4 | -34.7 | -1.6 | 24.4[fluorescence artefact?]
30 | Cc1nnc(NC(=O)COc2ccccc2)s1 | -1.3 | -10.0 | -0.3 | 94.1 | 11.0 | -27.7 | 5.8 | -36.8 | 6.6
31 | Cc1cc(=O)c2ccccc2s1 | nt | 2.6 | 12.9 | 101.2 | 6.4 | -32.4 | -12.3 | nt | 3.1
32 | Cc1ccc2oc(-c3ccco3)nc2c1 | 1.6 | 36.4 | 1.6 | 100.6[fluorescence artefact?] | 2.1 | -2.7 | -5.5 | 9.4 | 45.0[fluorescence artefact?]
33 | CC1CCCCC1NS(=O)(=O)c1ccc(S(=O)(=O)NCc2ccncc2)cc1 (stereo not drawn) | -6.1 | 5.7 | 2.1 | 86.5 | 10.4 | 0.2 | -8.5 | 16.3 | 7.3[fluorescence artefact?]
34 | O=C1NC(=S)N/C1=C/c1ccc(-c2c(Br)cc([N+](=O)[O-])cc2Br)o1 | 68.0 | nt | 35.6* | nt | 38.0* | -3.1 | -18.5 | 48.7 | nt
35 | O=C(O)C1CCCCC1C(=O)Nc1cccc(C(=O)N2CCCCC2)c1 (stereo not drawn) | -4.9 | -5.3 | 1.1 | 123.0 | 4.8 | -2.9 | -12.9 | -14.4 | -5.0
36 | CCN(CC)C(=O)CSc1nc2cccnc2n1-c1ccccc1OC | -0.7 | 11.5[fluorescence artefact?] | 3.0 | 104.8 | 5.9 | -16.9 | -6.6 | -19.8 | 3.4
37 | CCC(C)(C)n1nnnc1C(c1cc2ccc(OC)cc2[nH]c1=O)N1CCc2ccccc2C1 (stereo not drawn) | -0.9 | 7.1 | -2.1 | 74.6[fluorescence artefact?] | 8.5 | -18.1 | -4.2 | 1.4 | 1.8[fluorescence artefact?]
38 | COc1cccc(S(=O)(=O)N2CCOCC2)c1 | 0.0 | 0.4[fluorescence artefact?] | -0.4 | 90.0 | 5.2 | -6.0 | -4.5 | -29.4 | 9.0
39 | Cc1cc(S(=O)(=O)Nc2cccc(O)c2)c(C)s1 | -1.3 | 3.9 | 5.9 | 106.0 | 3.6 | 14.2 | -2.0 | 0.7 | 9.1
40 | CCN(CC)S(=O)(=O)c1ccc(NC(=O)Nc2cccc(C(F)(F)F)c2)cc1 | -7.6 | nt | 0.4 | nt | 22.9 | 4.5 | -8.7 | 95.6 | nt
41 | CCSc1nc2sc3c(c2c(=O)[nH]1)CC(C)(CC)OC3 (stereo not drawn) | nt | -4.7 | 3.5 | 103.6 | 5.7 | -1.9 | -9.5 | nt | -11.5
42 | COC(=O)c1cc(-c2ccccc2)sc1NC(=O)c1cc(C)on1 | 24.8 | -1.1 | nt | 112.8 | nt | nt | nt | -5.3 | 0.8
43 | CSc1ncccc1C(=O)OCC(=O)NC(N)=O | 3.3 | nt | -0.8 | nt | 5.9 | 0.1 | -4.8 | 9.1 | nt
44 | Cc1ccc(-n2ncc3c(NCc4ccccc4)ncnc32)cc1 | -7.9 | 0.1 | 0.9 | 113.0 | 4.0 | -15.7 | -14.4 | 1.5 | 15.2
45 | Cc1coc(C)c1C(=O)CC1(O)C(=O)N(Cc2ccccc2)c2ccccc21 (stereo not drawn) | 3.0 | -28.7 | -1.2 | 80.5[fluorescence artefact?] | 12.1 | -8.0 | -2.8 | 6.3 | -27.7
46 | Cc1ccc(Nc2cc(=O)oc3ccccc23)c(C)c1 | 1.1 | nt | -1.5 | nt | 4.6 | 4.9 | -6.7 | -15.2 | nt
47 | O=C1NC2(CCCCC2)C(=O)N1c1ccccc1 | -0.2 | 0.4 | -0.9 | 83.9 | -0.2 | 11.5 | -7.6 | -2.8 | 3.3
48 | CCN(CCNS(=O)(=O)c1ccc2c(c1)oc(=O)n2C)c1ccccc1 | -3.9 | -0.5 | 1.1 | 176.1 | 2.2 | 43.0 | -9.7 | 0.5 | 4.8
49 | CCOC(=O)c1cc2c(ccn2C)n1Cc1ccccc1C | -0.9 | 6.2 | 3.4 | 108.8[fluorescence artefact?] | 0.9 | 15.2 | -2.7 | -46.8 | -13.0

Screening results from PubChem.
